# Screening data (PubChem BioAssay)
# PKA-R2B act: activators of PKA-R2B holoenzyme, primary screen, biochemical, fluorescence polarization, Cy5-IP20, human; activation, % at 11.4 µM; AID 504700, 2011; PKA-R2B holoenzyme dissociation; R2B truncated from residue 108, S112A mutant; 0% DMSO only, 100% 113 µM cGMP; actives 0.079% (n = 340,000);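 active means activation above a cutoff set at the mean over all compounds plus 3 SD, cut at about 18% in these data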;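 further: higher means more holoenzyme dissociation and a rise in polarization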
# Target sequence (P31323 whole entry, looked up, other chains not shown, the tested form may be a part): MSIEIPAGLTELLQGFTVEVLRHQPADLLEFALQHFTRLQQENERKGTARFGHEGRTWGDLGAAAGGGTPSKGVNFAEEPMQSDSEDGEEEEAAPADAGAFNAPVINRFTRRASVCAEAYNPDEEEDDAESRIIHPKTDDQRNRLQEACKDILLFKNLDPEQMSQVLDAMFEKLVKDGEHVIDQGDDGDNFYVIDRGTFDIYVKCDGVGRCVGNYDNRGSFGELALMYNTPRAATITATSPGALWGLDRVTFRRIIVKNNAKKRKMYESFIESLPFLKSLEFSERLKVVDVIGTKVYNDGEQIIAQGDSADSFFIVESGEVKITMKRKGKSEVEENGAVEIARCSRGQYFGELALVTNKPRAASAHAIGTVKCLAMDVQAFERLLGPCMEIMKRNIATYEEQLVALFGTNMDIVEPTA
# MOR-DOR ag: agonists of OPRM1-OPRD1 heterodimerization, primary screen, cell-based, luminescence; Mu-type opioid receptor (Homo sapiens) + Delta-type opioid receptor (Homo sapiens), …; cells; activation, % at 9.3 µM; actives 0.3% (n = 340,000); in the data active means activation above about 18%;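 further: 0% = vehicle-treated cells and 100% = reference agonist; values of inactives mirror those of a sister screen read the other way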
# MOR-DOR inv ag: inverse agonists of MOR-DOR heterodimerization, primary screen, cell-based, luminescence; Mu-type opioid receptor (Homo sapiens) + Delta-type opioid receptor (Homo sapiens), …; cell-based MOR-DOR heterodimer luminescence, inverse agonism; inhibition, % at 9.3 µM; actives 0.21% (n = 340,000); AID 504357, 2011; in the data active means inhibition above about 22%, passing the limit was not always enough;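 further: 0% = cells with DMSO and 100% = wells without cells with DMSO; values of inactives mirror those of a sister screen read the other way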
# PKA-R1A activ: activators of PKA-R1A holoenzyme, primary screen, biochemical, fluorescence polarization, Cy5-IP20, bovine R1A, mouse PKAc; cAMP-dependent protein kinase type I-alpha regulatory subunit (Bos taurus) + …; PKA-R1A dissociation; scaled: DMSO 0%, 113 µM cGMP 100%; activation, % at 11.4 µM; actives 0.083% (n = 340,000);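 active means percent activation above the mean of all tested compounds plus 3 SD, cut at about 19% in these data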;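 further: higher means more PKAc released from R1A so a rise in polarization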
# Pemphigus Ab inh: inhibitors of pemphigus antibody binding to DSG3, primary screen, biochemical, bead-based, flow cytometry, scFv-GFP. Desmoglein-3 (Homo sapiens), P32926. DSG3-coupled beads, scFv-anti-DSG3-GFP binding; stronger effect = lower value. binding (percent of control), % at 10 µM. actives 0.48% (n = 310,000). AID 588358, 2011;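 active means binding more than 3 SD below its plate's average and above zero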;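 further: hits lower antibody fragment binding to DSG3; some compounds called inactive have numbers as strong as hits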
# Arr AP2 block: inhibitors of beta-arrestin/AP2 binding, primary screen, biochemical, GPCR trafficking, flow cytometry; beta-arrestin 1 C-terminal peptide binding to AP2 beta2-adaptin appendage (human); FITC-arrestin peptide / GST-AP2 beads; AP2 beta2 appendage carries R879A mutation; inhibition, % at 10 µM; actives 0.31% (n = 340,000); AID 504490, 2011;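 active means inhibition above a set limit, near 3 SD of compounds lacking own fluorescence, cut at about 54% in these data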;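 further: plate controls were DMSO wells for no effect and 5 µM unlabelled arrestin peptide for full effect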
#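 System: GST-tagged AP2 beta2-adaptin appendage (R879A) on 4 µm glutathione beads / Reagent: FITC-arrestin peptide, 50 nM / Detection: HyperCyt-sampled flow cytometry, FL1 channel, ex 488/em 535 nm / Timing: 12 min plus 1 h, RT / Buffer or medium: PBS plus Tween 20 (0.05%) and BSA (0.1%)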
# HTR5A inv ctr: HTR5A inverse agonists in luminescence cell assay, primary screen, counter-screen for OPRM1-OPRD1 heterodimer inverse agonist project, full-deck HTS | 5-hydroxytryptamine receptor 5A (Homo sapiens), P47898 | HTR5A cell line, inverse agonism | inhibition, % at 9.3 µM | actives 0.083% (n = 340,000); in the data active means inhibition mostly above about 23%, no sharp cut-off; inactive means mostly below about 18%;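 further: 0% = cells with DMSO and 100% = no-cell wells with DMSO; some compounds called inactive have numbers as strong as hits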
# Target sequence (P47898 whole entry, looked up): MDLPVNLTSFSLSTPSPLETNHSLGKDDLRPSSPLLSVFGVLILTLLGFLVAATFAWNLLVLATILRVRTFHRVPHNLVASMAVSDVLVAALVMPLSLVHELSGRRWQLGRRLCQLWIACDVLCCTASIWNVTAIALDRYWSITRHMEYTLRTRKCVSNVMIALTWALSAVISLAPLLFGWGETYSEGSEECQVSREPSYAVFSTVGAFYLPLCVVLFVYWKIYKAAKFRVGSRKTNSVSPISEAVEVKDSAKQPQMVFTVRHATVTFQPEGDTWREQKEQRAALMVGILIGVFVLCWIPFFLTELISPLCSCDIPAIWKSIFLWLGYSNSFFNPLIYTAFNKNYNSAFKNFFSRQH
# V-ATPase pH: regulators of yeast V-ATPase proton pumping, primary screen, pHLuorin cytosolic pH fluorescence; response, % at 10 µM; actives 0.37% (n = 350,000); S. cerevisiae; in the data active means response mostly above about 7.3%, no sharp cut-off; inactive means mostly below about 5.4%; further: actives read high; inactives centre near 0; some compounds called inactive have numbers as strong as hits; reference of the scale not given here
# DAGLB inhibitor: DAGLB lipase inhibitors, primary screen, biochemical, fluorescence, HTS | Diacylglycerol lipase-beta (Homo sapiens), Q8NCG7 | inhibition, % at 5.17 µM | actives 0.059% (n = 340,000) | HEK293T DAGLB membrane lysate, EnzChek fluorogenic substrate; in the data active means inhibition above about 34%;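 further: 0% = enzyme with vehicle and 100% = wells lacking enzyme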
# HTR5A ag: HTR5A agonists in luminescence cell assay, primary screen, counter-screen for OPRM1-OPRD1 heterodimer agonist project, full-deck HTS; actives 0.61% (n = 340,000); activation, % at 9.3 µM; cell-based; 5-hydroxytryptamine receptor 5A (Homo sapiens), P47898; in the data active means activation mostly above about 9.5%, no sharp cut-off; inactive means mostly below about 7.6%;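 further: 0% = cells with vehicle only and 100% = reference agonist; strong numbers were not always called active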
# * marks the source's active call; other numbers are inactive results; . = not tested or not shown.
# Start of the listing, in advance:
SMILES,PKA-R2B act,MOR-DOR ag,MOR-DOR inv ag,PKA-R1A activ,Pemphigus Ab inh,Arr AP2 block,HTR5A inv ctr,V-ATPase pH,DAGLB inhibitor,HTR5A ag
O=C(Cc1c(Cl)cccc1Cl)NCCc1ccc(Cl)cc1,8,2.3,-12,-3,96,0,-13,7,-7,5
CC(=O)c1ccc(S(=O)(=O)N2CCNC(=O)C2)cc1,0,0.1,-1,-2,116,4,6,1,3,-1

# All compounds of this part, from the first entry:
SMILES,PKA-R2B act,MOR-DOR ag,MOR-DOR inv ag,PKA-R1A activ,Pemphigus Ab inh,Arr AP2 block,HTR5A inv ctr,V-ATPase pH,DAGLB inhibitor,HTR5A ag
O=C(Cc1c(Cl)cccc1Cl)NCCc1ccc(Cl)cc1,8,2.3,-12,-3,96,0,-13,7,-7,5
CC(=O)c1ccc(S(=O)(=O)N2CCNC(=O)C2)cc1,0,0.1,-1,-2,116,4,6,1,3,-1
CCOc1ccccc1N=CC1=C(O)CC(c2ccccc2)CC1=O (stereo unspecified),3,-1.3,6,5,120,7,-33,0,-11,13*
C=CCOc1ccc(C(=O)c2ccccc2)c(OCC(=O)NC2(C#N)CCCC2)c1,-20,0.5,-3,-3,93,6,-10,-2,-7,-1
Cc1cnc(CN2CCCC(C(=O)c3ccc4c5c(cccc35)CC4)C2)[nH]1 (stereo unspecified),9,-1.7,9,13,101,10,0,-1,0,0
COc1ccccc1NC(=O)c1c(N=Cc2c(O)ccc3ccccc23)cnn1C,-5,-2.4,13,-11,98,46,-7,-2,0,2
O=C(C1=C(O)C(=O)N(Cc2cccnc2)C1c1ccccn1)c1cccs1 (stereo unspecified),-3,0.1,0,-9,98,14,0,6,-2,0
Cc1cc(-c2nnn(CCCOC(C)(C)C)c2C)ccc1-c1cn(CCCOC(C)(C)C)nn1,1,.,.,-8,111,.,.,-1,-1,.
CCOc1ncccc1C(=O)Nc1ncc(C)s1,5,-3.0,14,-1,99,-11,3,-2,-2,-1
COc1ccc(N(CC2CO2)S(=O)(=O)c2ccccc2)cc1 (stereo unspecified),-4,-1.9,10,-6,104,23,-5,-1,0,2
CCOC(=O)c1ccc(NC(=O)Cn2cnc(S(=O)(=O)N3CCCC3)c2)cc1,-1,-2.8,14,-1,99,3,13,0,1,2
O=S(=O)(N/N=C/c1ccc(OC2CSC2)cc1)c1ccccc1,1,1.0,-6,-5,104,4,-9,-2,-4,3
CCCOc1ccc(CC(CC(=O)O)(C(=O)O)C(=O)O)cc1,4,2.4,-13,-5,98,-2,-11,-1,-1,3
Cc1ccc(OCc2cc(C(=O)N3CCN(C)C[C@@H]3c3ccccc3)no2)cc1C,1,-1.7,9,-5,102,6,2,-2,-2,-1
O=C(CCCc1nc(-c2ccccc2)no1)NC1CCCC1,-7,-0.8,5,-6,95,-5,12,0,-2,-5
CN(C)CCNC(=O)C(=O)NCC(c1ccc2c(c1)OCO2)N1CCN(c2ccc(F)cc2)CC1 (stereo unspecified),-1,0.4,-2,-12,.,-7,5,5,1,2
CN(C)c1ccnc(Oc2ccc(F)cc2)c1C#N,5,-1.1,7,6,100,12,-14,-2,-1,8
CN(C(=O)C(C)(C)C)c1ccc(OCC(=O)N2CCc3ccccc3C2)cc1,-5,-0.9,5,6,113,16,-2,-1,0,0
O=C(O)c1ccccc1NC(c1ccccc1)c1ccc2cccnc2c1O (stereo unspecified),-7,-0.8,4,6,91,33,3,-4,11,-1
CC(C)Cc1ccc(S(=O)(=O)Nc2ccc3[nH]c(=O)[nH]c3c2)cc1,0,-0.1,1,-11,110,0,-3,3,1,1
COc1ccc(OCCC(=O)OCc2c(C)noc2C)cc1,-6,-2.1,12,1,95,21,-10,2,1,2
O=C1CC(c2ccccc2)C(=O)N2C(=O)CC(c3ccccc3)C(=O)N12 (stereo unspecified),-9,-3.8,18,1,107,21,11,-2,-3,-3
CCC1Oc2ccccc2N(CC(=O)NCCCN2CCCCC2CC)C1=O (stereo unspecified),1,1.2,-7,-7,105,-4,9,3,-2,-4
O=C(CCn1c(=O)c2ccccc2n(Cc2ccccc2)c1=O)NCc1ccc2c(c1)OCO2,7,-0.1,0,-6,.,46,8,0,0,2
COc1ccc(C2CC(=O)C3=C(C2)Nc2ccccc2N(C(C)=O)C3c2ccco2)cc1 (stereo unspecified),-2,-2.3,13,-1,96,33,-53,-6,2,-6
COc1ccc(C=CC(=O)c2ccc(OCc3ccccc3)c(OC)c2)cc1OC,-5,.,.,1,103,.,.,4,-4,.
COc1cc2nc(NC(=O)c3ccc(F)cc3Cl)sc(=O)c2cc1OC,5,-3.4,20,-8,89,-13,13,1,10,-3
COC(=O)c1cc2ccccc2c(-c2c(OC)c(C(=O)OC)cc3ccccc23)c1OC,-12,0.7,-4,6,.,3,-12,-4,-5,5
CCOC(=O)c1c(C)[nH]c(C)c1C(=O)CSc1nc2ccccc2c(=O)n1-c1ccc(C)cc1,-4,-0.2,1,-8,124,0,-17,-1,-1,1
CCCCCC(=O)NNC(=O)Nc1ccccc1,-4,-0.1,0,-3,105,4,-6,-1,0,2
COc1ccccc1-c1ccc(Nc2cccc(C(F)(F)F)c2)nn1,-11,-1.6,9,-6,96,-3,-18,1,-3,4
COc1ccc(N(C)C(=O)c2cn(C)c(=O)c3cc(OC)c(OC)cc23)cc1,7,-3.7,18,-9,96,-14,-6,-5,2,1
C=CC[n+]1ccc2ccccc2c1C,-6,1.0,-6,-4,107,-5,-16,0,-1,6
COc1cc(/C=C/C(=O)O)ccc1OS(=O)(=O)c1c(C)cc(C)cc1C,-1,-1.3,5,-19,95,-7,-5,-3,2,-2
NS(=O)(=O)c1ccc(CNC(=O)CCSCCC(=O)NCc2ccc(S(N)(=O)=O)cc2)cc1,6,-1.9,10,-8,103,-6,3,1,2,-1
C=CCC(C(=O)OC)(C(=O)OC)c1ccccc1[N+](=O)[O-],-1,-2.4,12,-5,102,7,6,-2,2,-2
Cn1c(C(=O)NCC2CCCO2)cc2c(=O)n(C)c3ccccc3c21 (stereo unspecified),-2,-1.2,6,-2,109,4,5,4,2,-2
COc1ccc(/C(C)=N/OCC(=O)Nc2nc3ccccc3s2)cc1OC,-3,0.1,0,1,113,2,-1,-1,-11,0
Cc1ccc(NC2=C(Cl)C(=O)OC2OC(=O)c2ccco2)cc1C (stereo unspecified),3,2.0,-11,-8,101,12,-2,-1,39*,1
CNCc1ccccc1Sc1cccc(O)c1,7,1.2,-7,-6,102,3,-8,-3,-2,3
COc1ccccc1C(=O)C1CCCN(C(=O)c2ccccc2C(C)=O)C1 (stereo unspecified),10,-0.5,3,-9,.,13,8,2,-4,-2
CCN(CC)C(=O)c1cnn(-c2ccccc2)c1NC(=O)c1ccco1,-5,-3.0,17,4,102,12,-1,1,0,1
CC1CCN(CCCn2c(=S)[nH]c3c(sc4ccccc43)c2=O)CC1,6,-2.5,12,1,100,-9,4,1,-2,-1
CC1CCN(S(=O)(=O)c2ccc(NC(=O)CN3CCCCCC3)cc2)CC1,-12,3.9,-25,-9,.,-3,-6,2,-3,-6
O=C(NC1CCCCC1)C1CCCN1S(=O)(=O)c1cccc2nsnc12 (stereo unspecified),7,-2.9,14,-4,.,-4,-2,-2,0,1
CCOC(=O)c1cnc(-n2cc(C)cn2)nc1Nc1ccccc1OC,5,-2.2,12,-5,83,-3,-7,0,-4,1
C[C@@H]1CN([C@@H](C)CO)C(=O)Cc2cc(NS(=O)(=O)c3cn(C)cn3)ccc2O[C@@H]1CN(C)C(=O)Nc1ccccc1,7,-0.3,1,-2,97,5,-4,-4,-2,0
Cn1c(=O)c2c(nc(NCc3ccco3)n2Cc2ccccc2Cl)n(C)c1=O,-2,-1.3,7,-15,106,7,6,-3,-4,-2
CCCCN1Cc2c(nc3cc(-c4ccccc4)[nH]n3c2=O)C1=O,2,-2.5,13,2,115,11,4,-1,2,5
Cc1onc(-c2ccccc2)c1-c1csc(N/N=C/c2ccccc2Cl)n1,4,-0.2,1,-4,102,-12,-14,-1,-6,5
CC(C)c1ccc2oc(=O)cc(CN3CCN(Cc4ccccc4)CC3)c2c1,-4,0.7,-3,1,95,31,6,-5,-5,-2
CN(c1ccccc1)c1cc(Br)nc(Br)c1,2,3.0,-15,3,.,4,14,5,-10,-6
CCC(NC(=O)c1[nH]c(C)c(C(C)=O)c1C)c1ccc(Br)cc1 (stereo unspecified),-3,2.8,-23,-12,115,9,2,-4,-1,-2
COc1cc(/C=N/NC(=O)C(=O)NCc2ccco2)cc(Br)c1O,-1,-4.3,22,-1,95,39,2,-4,4,-2
CCc1ccc(S(=O)(=O)NC(CC(=O)O)c2ccccc2)cc1 (stereo unspecified),-1,-2.0,11,-8,104,5,-21,-2,3,5
Cc1cc(C)cc(OCC(=O)OCC(=O)NC2CCCCCCC2)c1,-13,4.9,-26,-9,104,-11,4,-1,-7,3
CCc1ccc(OC(=O)/C=C/c2ccco2)cc1,-4,6.2,-30,-7,117,-5,-15,0,-12,4
Cn1c(/C=C/c2ccc(Cl)cc2)nc2ccccc2c1=O,5,2.9,-14,8,117,-6,-37,0,-4,9.8*
Cc1nn(-c2ccc(F)cc2)c(Cl)c1/C=C(\CCC(=O)O)c1nc2ccccc2s1,9,-2.9,15,-9,101,6,1,3,3,4
Cc1ccc(C(C)NC(=O)Cc2cccs2)cc1C (stereo unspecified),-6,-3.0,12,2,119,8,-12,2,2,5

# Next section:
SMILES,PKA-R2B act,MOR-DOR ag,MOR-DOR inv ag,PKA-R1A activ,Pemphigus Ab inh,Arr AP2 block,HTR5A inv ctr,V-ATPase pH,DAGLB inhibitor,HTR5A ag
COC(=O)Cc1csc(Nc2ccc(F)c(Cl)c2)n1,-9,-1.3,7,9,111,41,10,-1,-3,-3
Cn1c(CCC(=O)OCC(=O)NCc2ccc3c(c2)OCO3)nc(=O)c2ccccc21,9,-1.8,9,-11,102,-6,9,-2,2,-3
CC(Oc1cc2oc(=O)c3c(c2cc1Cl)CCCC3)C(=O)NCc1ccccn1 (stereo unspecified),-1,-2.7,14,-3,98,-5,10,-1,1,-2
CC1CCN(C(=O)CCNC(=O)Cn2cnc3sc4c(c3c2=O)CCCC4)CC1,-7,-1.4,7,-8,105,20,-24,-6,-1,8
COc1ccc(-c2cn3c(C)c(C(=O)Nc4cc(NC(C)=O)ccc4OC)sc3n2)cc1,4,0.8,-5,4,93,9,-4,-2,2,2
COc1cccc(/C=N/N=C(\N)c2nonc2N)c1O,3,-1.6,8,1,95,11,0,2,-1,1
